TSHR antag – Antagonists of the Thyroid Stimulating Hormone Receptor: HTS campaign; Thyrotropin receptor (Homo sapiens), P16473; TSHR-expressing cells, TSH-stimulated cAMP HTRF, 2 h; stronger effect = lower value; activity change, negative = inhibition, % at 11.5 µM; hit rate 0.2% among 330,000; AID 504810, 2011;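 active = activity change below a set negative limit, meaning inhibition stronger than a set level, cut at about -70% in these data; inconclusive = activity change between two set negative limits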; note: % is set by controls: 0 for no effect and ±100 for the full control effect
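TSHR-expressing cells, 200/well, pre-treated with compound, then stimulated with EC80 TSH (4nM final) for 2 hours at 37 deg C. cAMP measured by competitive HTRF: anti-cAMP cryptate antibody in lysis buffer plus cAMP-d2, read after 30 minutes at room temperature.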
a7 integrin act – qHTS for Activators of Integrin-Mediated Alleviation for Muscular Dystrophy. hit rate 0.064% among 350,000. alpha7betagal myoblasts, beta-gal FDG fluorescence, 48 h. Potency, µM (titrated, usually from 38.3 µM), inactives show at the highest dose activation, usual class: activators. AID 624291, 2012;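 note: potency is the fitted concentration of half-maximal effect; 100% = response of the positive control SU9516; nearly all actives have a fitted effect of over 60% in size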
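alpha7betagal+/- myoblasts (passage 13, 250/well) treated 48 h at 37C with compounds at 1:260 dilution of DMSO stock. Lysed, then beta-galactosidase activity read as FDG fluorescence (ex 480/em 540) after 30 min, with pre-read for autofluorescence.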
Mito fusion act – qHTS Assay for Small Molecule Inhibitors of Mitochondrial Division or Activators of Mitochondrial Fusion; S. cerevisiae fusion-defective mutant growth rescue, CellTiterGlo 48 h; Potency, µM (doses to about 46.1 µM), inactives show at the highest dose growth rescue (activation), usual class: activators; hit rate 0.23% among 320,000; AID 485298, 2010;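 note: potency is the fitted concentration of half-maximal effect; % of control where 0% means no effect; nearly all actives have a fitted effect of over 45% in size; temperature-sensitive fusion mutants such as fzo1-1 at 37 °C on non-fermentable ethanol glycerol medium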
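Compounds are tested for their ability to restore growth of mitochondrial fusion-defective yeast strains at non-permissive 37C in YPEG medium over 48 hours. Viability is quantified by luciferase luminescence.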
Chronic BCR inh – qHTS Assay to Find Inhibitors of Chronic Active B-Cell Receptor Signaling. ABC-DLBCL IkBa-CBG/CBR reporter, luminescence ratio, 4 h. hit rate 0.05% among 340,000. Potency, µM (series often up to 46.1 µM), without a hit: at the highest dose ratio change, negative = lower green/red ratio, hits mostly inhibitors; active = well fitted inhibition curve with a large enough effect in the signal ratio, with a control signal flat, not every such curve was filed as active; inconclusive = small, poorly fitted or top-dose-only effect, or effect the other way, or a change in a side signal; the % refers to the signal ratio;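 note: potency is the fitted concentration of half-maximal effect; plate controls were basal doxycycline-induced cells for no effect and cells given 10 µM MG132 for full effect; MG132 reads +100%, hits lower the ratio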
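Cell line TMD8 (human ABC DLBCL), stably expressing tet-inducible CBG68-IkBa fusion and CBR; IMDM/0.5% FBS; cpd up to 46 uM; dox induction, 4 h, 37C/5% CO2; dual luminescence; green/red ratio; MG132 control.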
AT treatment – qHTS Assay for Identifying a Potential Treatment of Ataxia-Telangiectasia. […] A-T fibroblasts, KAP-1 phosphorylation AlphaLISA; neocarzinostatin DNA damage 30 min before lysis. Potency, µM (series often up to 57.5 µM), for the others: top-dose activation, actives largely listed as activators. hit rate 0.19% among 320,000. AID 485349, 2010; note: potency is the fitted concentration of half-maximal effect; % of control where 0% means no effect; nearly all actives have a fitted effect of over 45% in size
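ATM-like activity read as KAP-1 phosphorylation via AlphaLISA donor/acceptor antibody pairs after lysis and 6 hr at 25C. Cells were ATM-null patient fibroblasts ([…], hTERT), dosed 60 min, then exposed to the DSB inducer NCS for 30 min.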
ELG1 repair inh – qHTS screen for small molecules that inhibit ELG1-dependent DNA repair in human embryonic kidney (HEK293T) cells expressing luciferase-tagged ELG1. HEK293T ELG1-luciferase reporter, luminescence, 16 h; DNA damage induced by 5-fluorouridine. Potency, µM (titrated, usually from 46.1 µM), for the others: at the highest dose activity change, negative = inhibition, actives largely listed as inhibitors. hit rate 2.3% among 330,000; note: potency is the fitted concentration of half-maximal effect; % is set by controls: 0 for no effect and ±100 for the full control effect; nearly all actives have a fitted effect of over 55% in size
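Quantitative HTS, concentration-response format. 2,000 cells/well co-treated with 5-fluorouridine and compound, 16 hr in 5% CO2 at 37 °C; ONE-Glo luminescence read after 30 min.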
TCR act – Activators of T cell receptors: qHTS campaign | Potency, µM (top dose mostly 9.22 µM), for the others: at the highest dose activation of IL-2 secretion, actives largely listed as activators | 330,000 tested, under 10 active | primary human leukocytes, anti-CD3, IL-2 HTRF, 48 h; note: % of control where 0% means no effect
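Primary human leukocytes incubated 48 hr with anti-CD3 beads plus compound, without co-stimulation. Secreted IL-2 measured by HTRF (europium cryptate/d2 anti-IL-2 pair, 320 nm excitation, 665 nm emission).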
S-ASM inh – Inhibitors of Secretory Acid Sphingomyelinase (S-ASM): qHTS. Potency, µM (series often up to 57.5 µM), without a hit: at the highest dose activity change, negative = inhibition, most hits filed as inhibitors. Sphingomyelin phosphodiesterase (Homo sapiens), P17405. placental ASM, HMU-PC fluorogenic substrate, 60 min. hit rate 0.006% among 340,000; note: potency is the fitted concentration of half-maximal effect
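HMU-PC0 cleavage (9 uM final) by human placental ASM, 60 min at 37 °C following 10 min compound exposure at RT; stopped at pH 10, fluorescence Ex 386/Em 447 nm.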
Eya2 phos inh – qHTS Assay for Inhibitors of the Phosphatase Activity of Eya2; recombinant Eya2, OMFP fluorescence dephosphorylation (OMFP is methylfluorescein phosphate); Potency, µM (doses to about 76.9 µM), for the others: top-dose activity, negative = inhibition, usual class: inhibitors; hit rate 0.006% among 330,000; AID 488837, 2010; note: potency is the fitted concentration of half-maximal effect; % is set by controls: 0 for no effect and ±100 for the full control effect
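Eya2 protein (added as 0.2 uM solution) was preincubated with compound for 10 min at ambient temperature in 50 mM HEPES pH 7.5, 50 mM NaCl, 5 uM MgCl2, 0.05% BSA, 1 mM DTT. OMFP (added at 50 uM) then reacted 10 min; fluorescence read at 485/525 nm.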
Tb PFK inh – qHTS Assay to Find Inhibitors of T. brucei phosphofructokinase. T. brucei PFK, ADP-Glo luminescence. hit rate 0.17% among 330,000. ATP-dependent 6-phosphofructokinase (Trypanosoma brucei brucei), O15648. Potency, µM (doses to about 57.5 µM), inactives show top-dose activity, negative = inhibition, usual class: inhibitors;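 note: potency is the fitted concentration of half-maximal effect; 0% = uninhibited 1x PFK enzyme wells and -100% = no-enzyme wells; nearly all actives have a fitted effect of over 60% in size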
Target sequence (O15648 whole entry, looked up): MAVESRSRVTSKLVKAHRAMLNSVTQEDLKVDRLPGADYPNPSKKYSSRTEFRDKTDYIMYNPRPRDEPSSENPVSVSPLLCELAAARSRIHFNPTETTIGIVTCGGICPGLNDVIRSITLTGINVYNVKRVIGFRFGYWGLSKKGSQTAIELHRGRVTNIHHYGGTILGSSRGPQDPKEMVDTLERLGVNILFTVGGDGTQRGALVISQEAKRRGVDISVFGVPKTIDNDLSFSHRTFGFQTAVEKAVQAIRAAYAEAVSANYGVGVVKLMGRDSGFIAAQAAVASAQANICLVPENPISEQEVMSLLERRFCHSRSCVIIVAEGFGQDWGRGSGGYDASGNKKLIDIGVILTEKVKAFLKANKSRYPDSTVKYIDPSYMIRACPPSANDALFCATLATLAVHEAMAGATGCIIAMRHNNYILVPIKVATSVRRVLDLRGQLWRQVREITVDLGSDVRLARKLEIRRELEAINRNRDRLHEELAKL
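Activity is normalized to no-enzyme wells (full inhibition) and 1.25 nM enzyme wells (no inhibition). Reaction: 0.5 mM F6P, 0.1 mM ATP, 45 min RT, ADP-Glo luminescence; concentration-response curves fitted and classed by quality.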
PTAP TSG101 blk – qHTS Assay for Iinhibitors of HIV-1 Budding by Blocking the Interaction of PTAP/TSG101. Potency, µM (doses to about 115 µM), without a hit: top-dose activity change, negative = inhibition, most hits filed as inhibitors. Fluorescence polarization, FITC-PTAP peptide / Tsg101 binding. 340,000 tested, under 10 active; active = well fitted inhibition curve with a large enough effect in the main read-out, with a control signal flat, not every such curve was filed as active; inconclusive = small, poorly fitted or top-dose-only effect, or effect the other way, or a change in a side signal; inactive = no such curve, though single readings can be large or run the other way; note: potency is the fitted concentration of half-maximal effect; % of control where 0% means no effect
Target sequence (Q99816 whole entry, looked up): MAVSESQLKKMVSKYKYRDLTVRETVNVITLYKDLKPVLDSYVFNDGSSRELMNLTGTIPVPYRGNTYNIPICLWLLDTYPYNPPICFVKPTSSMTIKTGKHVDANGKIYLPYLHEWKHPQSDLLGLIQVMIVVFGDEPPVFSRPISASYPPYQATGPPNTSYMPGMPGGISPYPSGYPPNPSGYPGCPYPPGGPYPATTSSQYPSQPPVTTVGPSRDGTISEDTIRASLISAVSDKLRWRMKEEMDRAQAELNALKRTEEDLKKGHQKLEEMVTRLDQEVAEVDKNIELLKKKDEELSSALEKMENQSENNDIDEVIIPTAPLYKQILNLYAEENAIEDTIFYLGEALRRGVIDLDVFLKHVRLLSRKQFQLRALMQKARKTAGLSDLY
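Tsg101 binding domain (10 uM final) was mixed with compound and a FITC-labeled PTAP peptide (50 nM final) in HEPES pH 7.5 buffer with NaCl, Tween 20, EDTA and TCEP; fluorescence polarization was read after 20 min at r.t.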
An asterisk follows results filed as active; ? = inconclusive; . = not tested or not shown; [ ] = dose if it differs, or a comment. Unless noted, calls come from the whole dose curve; as a rule, active = well fitted curve in the direction sought with a large enough effect; inconclusive = small, poorly fitted or top-dose-only effect, or another doubt; inactive = no such curve, though single readings can be large; an effect the other way counts as inactive or inconclusive.

SMILES	TSHR antag	a7 integrin act	Mito fusion act	Chronic BCR inh	AT treatment	ELG1 repair inh	TCR act	S-ASM inh	Eya2 phos inh	Tb PFK inh	PTAP TSG101 blk
Cc1[nH]c2ccc(C(C)C)cc2c1CC(=O)O	-2	21%	2%	0%	-2%	4%	5%	5%	-13%	0%	1%
COCCN(C(=O)Cn1nnc2ccccc21)C(C(=O)NC1CCCCC1)c1ccc(OC)cc1OC (centres undefined)	1	2%	-7%	1%	-2%	-9%	1%[46.1 µM]	-4%	-12%	-3%	-18%
CCOc1ccc(NC(=O)CN(C)C(=O)c2cn3ccccc3n2)cc1OCC	-10	-16%	-6%	-11%	0%	11%	-1%	0%	-2%	-1%	-3%
COc1ccc(CNC(=O)CN(Cc2ccccc2)S(=O)(=O)c2ccc(Cl)cc2)cc1	-2	5%	24%	6%	5%	?	1%	-3%	-28%	-4%	-6%
O=C(NCC(c1cccnc1)N1CCN(c2ccc(F)cc2)CC1)OCc1ccccc1 (centres undefined)	4	-17%	13%	9%	-24%	.	7%	1%	10%	4%	-1%
CCn1ncc(Br)c1C(=O)Nc1cc(C)cc(C)c1	-2	11%	6%	0%	-14%	-6%	-1%[46.1 µM]	5%	-9%	-3%	-5%
COc1ccc(-n2nc(C(=O)c3cccs3)cc(-c3nc4ccccc4[nH]3)c2=N)cc1	16	-13%	-5%	2%	.	?	-4%[46.1 µM]	-10%	-6%	4%	2%
COc1ccc2nc3oc(C(=O)NCCCOC(C)C)cc3cc2c1	16	20%	12%	1%	-18%	7%	0%	228%[activator]	-11%	5%	-6%
Cc1ccccc1NC(=O)CCC(=O)N/N=C/c1cccnc1	-12	-2%	-2%	-1%	-4%	9%	11%	3%	4%	-1%	-4%
O=C(NCC1CCCO1)c1ccc(CS(=O)(=O)c2ccc(Cl)cc2)o1 (centres undefined)	-7	8%	0%	-9%	1%	0%	-2%	4%	-5%	1%	-8%
CCCCOc1ccc(N2C(=O)CC(NCCc3ccc(S(N)(=O)=O)cc3)C2=O)cc1 (centres undefined)	-4	10%	-1%	5%	4%	-3%	-1%	0%	6%	3%	1%
O=C(N=C1SC2CS(=O)(=O)CC2N1c1ccc(Br)cc1Cl)C1CC1 (centres undefined)	2	0%	0%	-9%	-4%	?	-8%	-2%	-1%	2%	-4%
CC(C)CC(=O)NC(=S)Nc1ccc(Cl)cn1	28	7%	11%	?	10%	?	3%[46.1 µM]	2%	-1%	0%	-7%
COc1ccc(Cl)cc1-c1csc(N)n1	7	6%	25%	3%	-1%[11.5 µM]	-1%	-7%	-3%	1%	2%	-1%
CCCN(CCC)C(=O)c1oc2ccccc2c1NC(=O)Cc1cccc(OC)c1	7	28%	20%	?	32%	1%	0%	-1%	-19%	2%	-3%
CCCCCCCC(=O)NNC(=O)c1c(O)c2ccccc2[nH]c1=O	-5	1%	21%	-13%	0%	-9%	-3%	-1%	9%	0%	0%
CCN1C(=O)/C(=C/C=C2/Sc3ccccc3N2CCO)SC1=S	-1	14%	-1%	5%	-4%	0%	0%	0%	8%	-2%	1%
C/C(=N\Nc1ccccc1[N+](=O)[O-])c1ccc(N2CCOCC2)cc1	18	20%	-9%	?	2%	?	-2%	-11%	13%	0%	0%
Cc1nc(SCC(=O)Nc2ccc(N3CCOCC3)cc2)nc(C)c1C	15	-10%	-4%	-3%	8%	?	-2%	0%	-12%	2%	-5%
O=C(CN1CCc2ccccc21)NC(c1ccccc1)c1ccccc1	28	-15%	19%	-4%	6%	-1%	14%[46.1 µM]	1%	-3%	-7%	0%
Cc1nn(-c2ccccc2Cl)c2sc(C(=O)Nc3nnc(C4CC4)s3)cc12	6	2%	-1%	5%	-2%	?	2%[46.1 µM]	-1%	-1%	-2%	0%
CSc1ccc(CN(C)C(=O)c2cccc(S(=O)(=O)NCc3ccccc3)c2)cc1	-10	14%	4%	?	7%	?	1%	-6%	-4%	4%	-1%
COc1ccc(Br)c(C(=O)OCc2cc(=O)oc3cc(C)ccc23)c1	-7	4%	13%	-17%	2%	?	0%	-4%	6%	0%	0%
CCOC(=O)c1ccc(NC(=O)Cn2cnc(S(=O)(=O)N3CCCC3)c2)cc1	40	16%	-3%	1%	2%	9%	-1%	-1%	2%	3%	-2%
Nc1nc(SCC(=O)Nc2ccc(Cl)c([N+](=O)[O-])c2)n[nH]1	-7	21%	-6%	0%	-6%	14%	4%	1%	1%	-24%	-4%
CN1CCN(C2=NCCO2)CC1	4	1%	2%	-4%	-7%	-7%	-5%	-2%	12%	2%	0%
CC1(C)CC(=O)C=C(c2cccc3c2Oc2ccccc2S3)C1	-20	-8%	?	?	?	13%	-5%	-14%	-19%	0%	-1%
COCCOC(=O)c1c(C)oc2ccc(OS(C)(=O)=O)cc12	17	1%	13%	7%	-5%	13%	-1%	-2%	3%	1%	-2%
Cc1ccc(-c2csc(NC(=O)c3cccc(S(=O)(=O)N4CCN(C)CC4)c3)n2)cc1	-23	16%	-3%	3%	2%	?	6%	-16%	2%	4%	-3%
COc1ccccc1C1CCN(C(=S)Nc2ccc(Br)cc2)CC1	-14	14%	2%	?	4%	-1%	8%	-4%	9%	-3%	1%
COC(=O)Cc1ccc(NC(=S)NCCCO)cc1	10	12%	0%	12%	-2%	1%	-1%	1%	5%	4%	-3%
O=C(N/N=C\c1ccc(OCC(=O)N2CCCC2)cc1)C(=O)Nc1ccccc1F	0	23%	-4%	-2%	0%	0%	-2%[46.1 µM]	-1%	2%	-9%	0%
CCCNCc1cc(OC)c(OCCC)cc1Cl	9	-7%	0%	-2%	-1%	9%	-3%[46.1 µM]	2%	-3%	0%	-3%
COC(=O)c1ccc(NC(=O)Nc2ccc(F)c(Cl)c2)cc1	?	6%	-4%	?	-3%	?	-5%	-1%	-33%	-18%	-7%
CSc1nc(C)c2cc(C)oc2n1	26	-12%	-1%	?	2%	8%	3%	0%	-22%	2%	-11%
Cc1ccc(OCC(=O)Nc2ccon2)c([N+](=O)[O-])c1	7	5%	-2%	4%	-2%	?	0%	3%	8%	0%	-3%
COc1ccc(-c2nnn(CC(=O)N(CCN3CCOCC3)C(C(=O)NC3CCCC3)c3ccco3)n2)cc1 (centres undefined)	3	-15%	-3%	-1%	0%	0%	-13%	-1%	5%	-3%	-2%
COC(=O)C1=NN(C(=O)c2ccc(C)cc2)C(O)(c2ccc(Cl)cc2)C1 (centres undefined)	-3	10%	13%	-9%	-7%	2%	.	-23%	-7%	-1%[0.46 µM]	-6%
COc1ccc(-c2c[n+](CC(=O)c3cccs3)c3n2CCC3)cc1	-1	8%	0%	0%	-4%	23µM*	1%	1%	7%	2%	-3%
O=C(NCC1CCCO1)C1CCCN(c2ncccn2)C1 (centres undefined)	-4	19%[7.66 µM]	2%	0%	8%	3%	4%	-1%	-3%	-5%	-7%
CCCCCCn1c(SCC(C)C)nc2c1c(=O)[nH]c(=O)n2C	-1	6%	8%	-2%	-5%	4%	-5%	-9%	4%	1%	-1%
O=C(O)C(Cc1cc(Cl)ccc1Cl)Sc1nc2ccccc2[nH]1 (centres undefined)	-4	-14%	5%	?	3%	22%	-6%	1%	-6%	2%	-3%
COc1ccccc1S(=O)(=O)Cc1ccc(C(=O)NCCN2CCCCCC2)o1	5	-11%	-5%	5%	5%	0%	-2%	4%	20%	0%	-4%
